V1R ag counter = counter-screen for oxytocin receptor agonists: human V1a receptor agonists; P37288; CHO-V1R cells, Fluo-8 calcium fluorescence, agonist mode; 0% DMSO, 100% 3 nM vasopressin; activation, % at 3 µM; 320,000 tested, 0.25% active;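 active means activation above the mean activation of all tested compounds plus 3 SD, per screening run, cut at about 20% in these data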;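 further: signal is peak over basal fluorescence ratio across a 100 second FLIPR read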
Target sequence (P37288 whole entry, looked up): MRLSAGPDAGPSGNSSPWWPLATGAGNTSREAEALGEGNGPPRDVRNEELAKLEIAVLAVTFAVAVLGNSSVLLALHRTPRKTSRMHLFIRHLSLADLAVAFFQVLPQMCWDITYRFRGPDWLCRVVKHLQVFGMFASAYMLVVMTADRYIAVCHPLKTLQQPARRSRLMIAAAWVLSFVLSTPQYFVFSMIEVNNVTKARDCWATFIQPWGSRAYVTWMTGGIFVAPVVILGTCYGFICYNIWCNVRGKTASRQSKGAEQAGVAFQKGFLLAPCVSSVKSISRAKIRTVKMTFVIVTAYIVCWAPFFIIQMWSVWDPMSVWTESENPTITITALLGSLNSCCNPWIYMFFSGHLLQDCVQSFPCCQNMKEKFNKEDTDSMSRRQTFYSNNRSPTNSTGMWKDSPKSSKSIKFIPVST
MEKK2 mut-MEK5 = signal of MEK5 binding to mutant human MEKK2 PB1 domain | bead flow cytometry, Alexa488-MEK5 binding to MEKK2 mutant | percent response, % at 10 µM | 290,000 tested, 0.35% active | AID 1530; in the data active means percent response above about 24%, passing the limit was not always enough; further: inactives centre near 1; some results filed as inactive read as strong as hits; reference of the scale not given here
MEKK2 WT-MEK5 = raises or lowers MEK5 binding to wildtype human MEKK2 PB1 domain | Q9Y2U5 | bead flow cytometry, Alexa488-MEK5 binding to MEKK2 WT; actives lie on both sides | binding response (% of control), % at 10 µM | 290,000 tested, 1.1% active | AID 1531; in the data active means binding response below about 67% or above about 130%
GPR7 antagonist = blocks human GPR7 receptor signaling | P48145 | GPR7-expressing cells, fluorescence antagonist assay | inhibition, % at 4.4 µM | 290,000 tested, 1.1% active | AID 1861; in the data active means inhibition above about 16%, passing the limit was not always enough;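 further: cells stimulated with the agonist NPW; 0% = agonist with vehicle and 100% = vehicle without agonist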
PHOSPHO1 inh = blocks human PHOSPHO1 phosphatase activity | Q8TCT1 | recombinant PHOSPHO1, absorbance phosphatase assay | inhibition, % at 13.3 µM | 290,000 tested, 1.1% active | AID 1565; in the data active means inhibition above about 60%
Target sequence (Q8TCT1 whole entry, looked up): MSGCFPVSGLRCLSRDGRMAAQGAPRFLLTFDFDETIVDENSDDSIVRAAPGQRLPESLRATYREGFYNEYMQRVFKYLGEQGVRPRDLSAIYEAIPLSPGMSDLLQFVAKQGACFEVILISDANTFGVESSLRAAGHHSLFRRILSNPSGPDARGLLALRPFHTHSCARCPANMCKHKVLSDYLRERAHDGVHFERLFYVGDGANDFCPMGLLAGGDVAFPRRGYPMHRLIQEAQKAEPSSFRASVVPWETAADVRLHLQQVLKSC
OXTR agonist = activates the human oxytocin receptor | AID 2435 | 320,000 tested, 0.32% active | activation, % at 3 µM | CHO-OTR cells, Fluo-8 calcium fluorescence; normalized: DMSO 0%, oxytocin 100%;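 active means activation above the mean of all tested compounds plus 3 SD, cutoff set per screening run, cut at about 20% in these data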;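 further: peak over basal fluorescence ratio from a 100 s FLIPR kinetic read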
GalR3 antagonist = blocks the human galanin receptor 3. O60755. HEK293 GalR3-CNG cAMP membrane potential fluorescence; galR3 body fused to GalR1 C-terminus. inhibition, % at 3 µM. 360,000 tested, 0.44% active. AID 651719;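 active means inhibition above the screen-wide average plus 3 SD, cut at about 13% in these data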;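 further: forskolin and galanin both at EC90 stimulate the cells; cAMP rise reported by CNG channel membrane potential dye signal; 0% = forskolin plus galanin with DMSO and 100% = forskolin alone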
Target sequence (O60755 1-299 limits assumed): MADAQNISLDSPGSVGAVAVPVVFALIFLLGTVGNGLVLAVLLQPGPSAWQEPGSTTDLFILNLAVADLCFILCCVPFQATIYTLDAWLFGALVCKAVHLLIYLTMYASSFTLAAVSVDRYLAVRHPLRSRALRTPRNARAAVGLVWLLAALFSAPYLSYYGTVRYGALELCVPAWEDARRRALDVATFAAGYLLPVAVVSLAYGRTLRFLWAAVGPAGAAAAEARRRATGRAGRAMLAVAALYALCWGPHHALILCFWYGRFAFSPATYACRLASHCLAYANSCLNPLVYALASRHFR
NALP1 yeast inh = NALP1 inhibition | inhibition, % at 10 µM | 280,000 tested, 0.61% active | S. cerevisiae NALP1/ASC/caspase-1 growth, X-gal OD620, 72 h; in the data active means inhibition mostly above about 24%, no sharp cut-off; inactive means mostly below about 32%; further: some compounds called inactive have numbers as strong as hits
MEKK3 PB1 HTS = MEKK3-MEK5 PB1 interaction, increase or decrease | binding response (% of control), % at 10 µM | Q99759 | 290,000 tested, 1.4% active | bead-based flow cytometry, Alexa488-MEK5 binding to MEKK3; actives lie on both sides; 0 = blocked by unlabeled MEK5, 100 = vehicle;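 active means binding response more than 3 SD above or below the average of its plate-row segment, actives on both sides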;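 further: Alexa488 bead fluorescence after subtracting the streptavidin-only scavenger bead signal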
Active calls of the source: *; nt = no result given. Hits appear at their usual frequency (roughly 5.4% active in at least one column).

cpd | smiles | NALP1 yeast inh | MEKK2 mut-MEK5 | OXTR agonist | GalR3 antagonist | MEKK2 WT-MEK5
1 | COC(=O)c1c(-n2cnnn2)sc(C)c1C | -16 | 4 | 1.1 | -4 | 100
2 | O=C(CSCc1c(Cl)cccc1Cl)NCc1ccco1 | 8 | 3 | -2.0 | -3 | 105
3 | O=P(COCCOCP(=O)(c1ccccc1)c1ccccc1)(c1ccccc1)c1ccccc1 | 6 | 6 | -0.4 | -1 | 101
4 | CCOC(=O)c1cnc(N)nc1C(F)(F)F | -11 | 2 | 0.5 | -1 | 100
5 | O=C(CNC(=O)c1ccccc1O)N/N=C/c1ccccn1 | -3 | -1 | 0.4 | 2 | 101
6 | CC(C)(C)C(=O)NN=C1CCC(c2ccccc2)CC1 (configuration not stated) | 13 | 3 | nt | -2 | 100
7 | CCOC(=O)N1CCC(N2CCCC(C(=O)c3cc(F)ccc3OC)C2)CC1 (configuration not stated) | 19 | 10 | 0.1 | -1 | 106
8 | CCOC(=O)CNC(=O)N1CCCC(CNS(=O)(=O)c2cccs2)C1 (configuration not stated) | 0 | -4 | -0.5 | -7 | 96
9 | O=C(NC1CC1)C1CCN(c2ncnc3c2sc2cccc(F)c23)CC1 | -4 | 0 | 2.2 | 4 | 103
10 | O=C(O)/C=C/c1ccc2ccccc2n1 | -1 | -2 | 0.6 | 0 | 97
11 | Cc1ccc(N(CC(=O)NCCc2ccccc2)S(=O)(=O)c2c(C)noc2C)cc1 | 43 | -1 | -1.4 | -8 | 96
12 | COc1ccc2nc(N=NC3=C(O)CC(C)(C)CC3=O)sc2c1 | 20 | -14 | -0.6 | -1 | 89
13 | CCSCCOC(=O)C1=C(C)N(C)C(=O)NC1c1ccc2c(c1)OCO2 (configuration not stated) | 10 | 1 | -0.9 | -10 | 104
14 | CN1CCN(S(=O)(=O)c2ccc(NC(=O)c3cccc(S(=O)(=O)N4CCCC4)c3)cc2)CC1 | 5 | 6 | 1.5 | -4 | 106
15 | O=C(Cc1c(C(=O)O)[nH]c2ccccc12)Nc1ccc2c(c1)OCO2 | 14 | -1 | -0.1 | 1 | 96

cpd | PHOSPHO1 inh | MEKK3 PB1 HTS | V1R ag counter | GPR7 antagonist
1 | 2 | 97 | 0.0 | 2
2 | 13 | 109 | -1.8 | -2
3 | -69 | 103 | 0.1 | 5
4 | 35 | 101 | 0.4 | -2
5 | 6 | 94 | 0.9 | -4
6 | 33 | 100 | nt | -15
7 | 14 | 103 | 0.6 | -6
8 | 18 | 99 | 0.0 | 0
9 | -12 | 101 | 5.7 | 4
10 | 4 | 100 | 0.6 | -5
11 | -4 | 96 | -1.1 | 0
12 | 12 | 98 | 1.1 | -11
13 | -12 | 103 | 0.6 | -13
14 | -9 | 104 | 0.5 | -1
15 | -2 | 101 | -0.3 | -3

(more compounds)
cpd | smiles | NALP1 yeast inh | MEKK2 mut-MEK5 | OXTR agonist | GalR3 antagonist | MEKK2 WT-MEK5
16 | CCC(=O)NC(C)C(c1cccs1)N1CCOCC1 (configuration not stated) | nt | 7 | -0.1 | -4 | 113
17 | COCCCN=C1NN=C(c2cc(C)n(-c3ccccc3)c2C)CS1 | 2 | -1 | 0.2 | 3 | 98
18 | CCC(C)NCCOc1ccc(C)cc1[N+](=O)[O-] (configuration not stated) | -9 | 1 | nt | -1 | 100
19 | Cc1cccc(OCC(=O)OCC(=O)c2c(N)n(C)c(=O)n(C)c2=O)c1C | nt | 10 | 1.0 | -3 | 113
20 | CCOc1ccc(-n2c(SCC(=O)Nc3nccs3)nc3c(c2=O)SCC3)cc1 | nt | 7 | -0.1 | nt | 107
21 | CCn1c(SC2CCOC2=O)nnc1-c1ccc(Cl)cc1 (configuration not stated) | 7 | -3 | -0.1 | -7 | 102
22 | COc1ccc(N(C)C(=O)CC2(CC(=O)O)CCCCC2)cc1 | 25 | nt | -0.4 | 0 | nt
23 | CCOC(=O)C1CCN(C(=O)C2(NC(=O)Nc3ccccc3C)CCCCC2)CC1 | 7 | -2 | 0.3 | -10 | 102
24 | CC(C)C(NC(=O)c1ccccc1)C(=O)NC1=NCCS1 (configuration not stated) | 25 | -14 | 0.3 | -10 | 84
25 | Cc1ccc2c(CN3CCN(Cc4ccccc4)CC3)cc(=O)oc2c1C | 24 | 7 | -1.5 | -9 | 107
26 | CC(C)(C)NS(=O)(=O)c1ccc(NS(=O)(=O)c2ccc(F)cc2)cc1 | 0 | 5 | 0.9 | -3 | 104
27 | CCN(CC)S(=O)(=O)c1ccc(Cl)c(NC(=O)COC(=O)c2c(C)noc2C)c1 | 30 | 9 | 2.8 | -5 | 99
28 | CCOc1ccc(C(CC(=O)O)NC(=O)COc2ccc3ccccc3c2)cc1OC (configuration not stated) | 10 | 4 | 0.8 | -9 | 107
29 | O=C(NCC12CC3CC(CC(C3)C1)C2)c1nn2cccnc2c1Cl | 7 | 11 | -1.2 | 0 | 113
30 | CCCCN(C(=O)CSc1nnnn1C)c1c(N)n(Cc2ccccc2)c(=O)[nH]c1=O | nt | -1 | 0.0 | -3 | 99

cpd | PHOSPHO1 inh | MEKK3 PB1 HTS | V1R ag counter | GPR7 antagonist
16 | nt | 105 | 0.0 | -9
17 | -10 | 95 | -0.8 | -7
18 | 40 | 101 | nt | -15
19 | -2 | 106 | -0.1 | -6
20 | -2 | 107 | 0.4 | 2
21 | -46 | 104 | 0.1 | -5
22 | 21 | nt | -0.2 | -2
23 | 15 | 105 | -0.2 | -2
24 | -34 | 81 | 0.4 | -15
25 | 32 | 108 | -0.9 | 0
26 | -13 | 103 | 1.4 | 13
27 | 3 | 92 | 3.8 | -5
28 | 29 | 106 | 0.1 | -1
29 | -43 | 107 | -0.6 | 1
30 | -6 | 99 | 0.1 | -1

Reprinted at random: two records from the list, in no set order.
cpd | smiles | NALP1 yeast inh | MEKK2 mut-MEK5 | OXTR agonist | GalR3 antagonist | MEKK2 WT-MEK5
21 | CCn1c(SC2CCOC2=O)nnc1-c1ccc(Cl)cc1 (configuration not stated) | 7 | -3 | -0.1 | -7 | 102
30 | CCCCN(C(=O)CSc1nnnn1C)c1c(N)n(Cc2ccccc2)c(=O)[nH]c1=O | nt | -1 | 0.0 | -3 | 99

cpd | PHOSPHO1 inh | MEKK3 PB1 HTS | V1R ag counter | GPR7 antagonist
21 | -46 | 104 | 0.1 | -5
30 | -6 | 99 | 0.1 | -1

Next entries
cpd | smiles | NALP1 yeast inh | MEKK2 mut-MEK5 | OXTR agonist | GalR3 antagonist | MEKK2 WT-MEK5
31 | COC(=O)c1cn(NC(=O)/C=C/c2cc(OC)ccc2OC)c(=O)c2ccccc12 | 18 | -3 | 1.0 | -8 | 94
32 | Cc1cccc(OCC(=O)Nc2ccc(N3CCN(S(C)(=O)=O)CC3)cc2)c1 | 14 | nt | 2.3 | -2 | nt
33 | O=C(C[n+]1cc(-c2ccc(Cl)cc2)n2c1CCCCC2)c1ccccc1 | 6 | -1 | -1.3 | -1 | 103
34 | COc1ccc(NC(=O)C2CC(c3c(F)cccc3Cl)=NO2)cc1 (configuration not stated) | 15 | 8 | 1.4 | -4 | 107
35 | CC1CN(C(=O)/C(C#N)=C2\N=C(NC(=O)c3ccccc3Cl)c3ccccc32)CC(C)O1 (configuration not stated) | 18 | 4 | nt | -2 | 97
36 | COC(=O)C1=C(N)Oc2cc(C)n(CCCn3ccnc3)c(=O)c2C1c1cccc(Cl)c1 (configuration not stated) | 4 | 4 | 0.1 | 2 | 104
37 | O=C(NCCOc1ccc(Cl)cc1)C(=O)NCC1CCCO1 (configuration not stated) | 4 | -4 | -0.2 | -5 | 98
38 | Cc1c(-n2cc(C(=O)c3cc(F)ccc3O)cc(C#N)c2=O)c(=O)n(-c2ccccc2)n1C | 12 | -11 | 2.1 | -5 | 73
39 | O=C(O)C1CCCCC1C(=O)NCCCn1ccnc1 (configuration not stated) | -6 | 0 | 1.0 | nt | 95
40 | Cc1cccc(C2c3[nH]c4ccccc4c3CCN2C(=O)c2noc3c2CCCC3)n1 (configuration not stated) | -15 | -5 | -1.9 | -6 | 95
41 | O=C(c1ccco1)N(Cc1ccccc1)c1cccc([N+](=O)[O-])c1 | 1 | -13 | -1.6 | -3 | 91
42 | Cc1c(NC(=O)CSc2n[nH]c(-c3ccccc3)n2)c(=O)n(-c2ccccc2)n1C | 10 | 7 | -0.3 | -7 | 100
43 | CCC(Sc1nc(-c2ccccc2)c(C#N)c(=O)[nH]1)C(=O)Nc1nnc(C)s1 (configuration not stated) | 36 | 8 | -0.6 | -4 | 108
44 | COc1ccc(/C(C)=C(\C#N)C(=O)OC(C)C)cc1OC | -2 | -4 | 1.6 | 0 | 99
45 | CCCc1cc(=O)[nH]c(SC(CC)C(=O)Nc2ccccc2C#N)n1 (configuration not stated) | 7 | 3 | -1.5 | 0 | 105

cpd | PHOSPHO1 inh | MEKK3 PB1 HTS | V1R ag counter | GPR7 antagonist
31 | -10 | 95 | 0.3 | -1
32 | 32 | nt | 3.0 | -5
33 | 28 | 102 | 6.2 | 0
34 | 15 | 103 | 2.5 | -3
35 | -14 | 109 | nt | 0
36 | 10 | 103 | -0.3 | nt
37 | 26 | 95 | -1.0 | 6
38 | 2 | 69 | 3.1 | -9
39 | 9 | 94 | -0.1 | 6
40 | 50 | 99 | -0.9 | -5
41 | 2 | 95 | -0.2 | 2
42 | -2 | 99 | -0.4 | -15
43 | 18 | 107 | 0.0 | 0
44 | -10 | 104 | 1.2 | -12
45 | 2 | 104 | -0.4 | -10

Additional compounds follow:
cpd | smiles | NALP1 yeast inh | MEKK2 mut-MEK5 | OXTR agonist | GalR3 antagonist | MEKK2 WT-MEK5
46 | O=C(c1ccccc1)c1ccc2c(c1)OCCOCCOCCO2 | 13 | -17 | 0.7 | 6 | 87
47 | Cc1ccc(-c2nnc(COC(=O)c3ccco3)o2)cc1 | -2 | 8 | -0.1 | -4 | 106
48 | CC(=O)Nc1ccc(S(=O)(=O)NC(CC(=O)NC2CCCCC2C)C(C)C)cc1 (configuration not stated) | 34 | 6 | -1.1 | 1 | 105
49 | Cc1ccc(CN2CCN(Cc3cccc(C)n3)CC2CCO)cc1 (configuration not stated) | -6 | -11 | 1.2 | 0 | 91
50 | COc1cc(Cn2c(C(=O)O)cc3sccc32)cc(OC)c1OC | 30 | nt | nt | -4 | nt

cpd | PHOSPHO1 inh | MEKK3 PB1 HTS | V1R ag counter | GPR7 antagonist
46 | 16 | 88 | 0.4 | -8
47 | 36 | 101 | 1.3 | 6
48 | 21 | 104 | 0.1 | -3
49 | -8 | 95 | 2.0 | 2
50 | -7 | nt | nt | 3

Some of the entries so far, in markdown:
| # | Molecule | NALP1 yeast inh | MEKK2 mut-MEK5 | OXTR agonist | GalR3 antagonist | MEKK2 WT-MEK5 | PHOSPHO1 inh | MEKK3 PB1 HTS | V1R ag counter | GPR7 antagonist |
| --- | --- | --- | --- | --- | --- | --- | --- | --- | --- | --- |
| 50 | COc1cc(Cn2c(C(=O)O)cc3sccc32)cc(OC)c1OC | 30 | nt | nt | -4 | nt | -7 | nt | nt | 3 |
| 38 | Cc1c(-n2cc(C(=O)c3cc(F)ccc3O)cc(C#N)c2=O)c(=O)n(-c2ccccc2)n1C | 12 | -11 | 2.1 | -5 | 73 | 2 | 69 | 3.1 | -9 |
| 31 | COC(=O)c1cn(NC(=O)/C=C/c2cc(OC)ccc2OC)c(=O)c2ccccc12 | 18 | -3 | 1.0 | -8 | 94 | -10 | 95 | 0.3 | -1 |
